High-throughput results deposited in PubChem by The Scripps Research Institute Molecular Screening Center.
TAAR1 ag: agonists of human TAAR1 | Q96RJ0 | CHO RD-HGA16 TAAR1, Fluo-8 calcium fluorescence; vehicle wells 0%, saturating PEA agonist 100% | activation, % at 3 µM | 0.99% of 360,000 active;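 active = activation above the mean activation of all test compounds in the run plus 3 SD, cut at about 38% in these data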
Target sequence (Q96RJ0 whole entry, looked up): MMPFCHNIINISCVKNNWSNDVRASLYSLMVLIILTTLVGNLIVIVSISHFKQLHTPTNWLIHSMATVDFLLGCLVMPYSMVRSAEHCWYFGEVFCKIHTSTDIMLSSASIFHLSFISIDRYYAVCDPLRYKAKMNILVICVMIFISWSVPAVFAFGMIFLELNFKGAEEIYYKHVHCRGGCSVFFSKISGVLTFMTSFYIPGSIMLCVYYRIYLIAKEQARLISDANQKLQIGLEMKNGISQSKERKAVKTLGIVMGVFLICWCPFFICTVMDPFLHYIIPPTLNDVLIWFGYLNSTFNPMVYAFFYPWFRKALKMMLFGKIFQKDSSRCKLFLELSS
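test system = CHO RD-HGA16 cells carrying human TAAR1 plus Gα16 | schedule = 17-24 h seeding, 75 min 37 °C dye, 30 min RT | compound dosing = 3 µM single concentration | control set = DMSO and PEA EC100 | replicates = n 1 | signal = Fluo-8 fluorescence, 5 s baseline then 140 s kinetic read | measure = percent activation vs PEA EC100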
OXTR agonist: human OXTR agonism; CHO-OTR cells, Fluo-8 calcium fluorescence; normalized: DMSO 0%, oxytocin 100%; activation, % at 3 µM; 0.32% of 320,000 active; AID 2435;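 active = activation above the mean of all tested compounds plus 3 SD, cutoff set per screening run, cut at about 20% in these data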;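 also: peak over basal fluorescence ratio from a 100 s FLIPR kinetic read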
CHRM1 antagonist: antagonists of human M1 muscarinic receptor; 1.3% of 360,000 active; AID 588852; inhibition, % at 3 µM; CHO-K1 hM1, Fluo-8 calcium fluorescence, ACh EC80 antagonist;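 active = percent inhibition above its own plate's cutoff, namely the mean of that plate's compound wells plus 3 SD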;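 also: peak over basal fluorescence ratio during 140 s after agonist addition; 0% = ACh EC80 plus DMSO and 100% = DMSO alone without agonist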
TAAR1 antagonist: antagonists of human TAAR1; Q96RJ0; CHO RD-HGA16 TAAR1, Fluo-8 calcium fluorescence, antagonist; inhibition, % at 3 µM; 1.5% of 360,000 active; AID 624466;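 active = inhibition above a per-plate cutoff, the mean inhibition of test compounds on that plate plus 3 SD, cut at about 49% in these data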;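 also: 0% = DMSO plus EC80 beta-PEA response and 100% = DMSO alone without agonist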
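test system = CHO RD-HGA16 cells bearing hTAAR1 | replication = singlicate | controls = DMSO-only wells and EC80 β-PEA-stimulated wells | reagent = EC80 β-phenethylamine stimulus | read-out basis = percent inhibition of PEA-evoked calcium signal, max/basal emission ratio | schedule = seeding 17-24 h prior, 75-min 37 °C, 30-min RT dye loading | signal = kinetic Fluo-8 calcium fluorescence measurement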
M1 ag: agonists of human M1 muscarinic receptor | P11229 | CHO-K1 hM1, Fluo-8 calcium fluorescence, agonist mode; 0% DMSO, 100% acetylcholine EC100 | activation, % at 3 µM | 0.33% of 360,000 active;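 active = activation above the run's mean compound activation plus 3 SD, cut at about 16% in these data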;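 also: peak over basal fluorescence ratio within a 140 s kinetic read after compound addition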
M1 PAM: positive allosteric modulators of human M1 muscarinic receptor; P11229; CHO-K1 hM1, Fluo-8 calcium fluorescence, ACh EC20; 0% = ACh EC20, 100% = maximal ACh; activation, % at 3 µM; 0.088% of 360,000 active; AID 588819; in the data active = activation above about 19%, passing the limit was not always enough
V1R ag counter: V1a receptor agonism, counter-screen for OXTR agonists; CHO-V1R cells, Fluo-8 calcium fluorescence, agonist mode; 0% DMSO, 100% 3 nM vasopressin; 0.25% of 320,000 active; AID 2797; P37288; activation, % at 3 µM;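 active = activation above the mean activation of all tested compounds plus 3 SD, per screening run, cut at about 20% in these data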;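 also: signal is peak over basal fluorescence ratio across a 100 second FLIPR read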
Target sequence (P37288 whole entry, looked up): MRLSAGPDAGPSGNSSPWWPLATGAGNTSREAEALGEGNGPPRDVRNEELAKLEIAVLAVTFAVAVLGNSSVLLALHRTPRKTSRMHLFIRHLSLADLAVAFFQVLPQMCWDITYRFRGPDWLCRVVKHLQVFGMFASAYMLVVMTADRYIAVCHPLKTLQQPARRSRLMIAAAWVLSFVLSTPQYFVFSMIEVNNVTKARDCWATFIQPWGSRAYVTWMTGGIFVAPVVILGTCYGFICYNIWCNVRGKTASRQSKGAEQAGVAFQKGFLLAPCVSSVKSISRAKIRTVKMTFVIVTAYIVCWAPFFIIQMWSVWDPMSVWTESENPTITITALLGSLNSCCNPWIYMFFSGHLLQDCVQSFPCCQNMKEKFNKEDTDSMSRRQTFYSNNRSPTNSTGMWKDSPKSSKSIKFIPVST
CHO parental Ca: signal in parental CHO cells, OX1R antagonist counter-screen; parental CHO-K1, ATP-induced calcium, Fluo-8 fluorescence; 0.63% of 330,000 active; inhibition, % at 5.6 µM;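 active = inhibition above that plate's mean sample inhibition plus 3 SD, cut at about 26% in these data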;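 also: 0% = ATP-challenged DMSO wells and 100% = DMSO wells without ATP; some compounds past the cut are filed as inactive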
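Material: parental CHO cells / Compound: single nominal dose of 5.6 µM per compound / Signal: Fluo-8 fluorescence / Replicates: singlicate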
OXTR potentiator: human OXTR potentiation | 0.061% of 320,000 active | CHO-OTR cells, Fluo-8 calcium fluorescence, potentiator mode; 0% = oxytocin EC15, 100% = EC100 | activation, % at 3 µM;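 active = activation above that plate's cutoff, the mean activation of tested compounds plus 3 SD, cut at about 6.6% in these data, passing the limit was not always enough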;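 also: 100% uses oxytocin at 75 nM as the full agonist control; some results filed as inactive read as strong as hits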
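Assay system: CHO cell line stably expressing human OTR | Also added: Oxytocin at about EC15, sub-maximal agonist stimulus | Times: Compound 6 min at room temperature before oxytocin, 100 s read | Measured by: Fluo-8 intracellular calcium fluorescence, ex 470-495, em 515-575 nm | Controls: EC15 oxytocin alone as 0%, 75 nM oxytocin as 100%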
Starred values were filed as active, the others as inactive; . = no result given.

SMILES | TAAR1 ag | OXTR agonist | CHRM1 antagonist | TAAR1 antagonist | M1 ag | M1 PAM | V1R ag counter | CHO parental Ca | OXTR potentiator
C/C(CC(=O)NCc1ccco1)=N\NC(=O)COc1ccc(Cl)cc1Cl | 5 | -0.3 | 7 | -7 | -3 | 1 | 0.3 | -10 | -11
CCOC(=O)N1CCN(C(=O)CCS(=O)(=O)c2ccc3c(c2)CCN3C(=O)CC)CC1 | 1 | -1.1 | -14 | -31 | -2 | 12 | -1.1 | -18 | -14
CN(CCc1ccccc1)C(=O)c1ccc(NC(=O)Cc2ccc(NC(=O)C3CCN(C(=O)C4CC4)CC3)cc2)cc1 | 3 | . | -19 | -12 | -1 | 13 | . | . | .
CCOC(=O)COn1c2c(c3c4no[n+]([O-])c4ccc31)CCCC2 | 0 | -1.0 | -11 | -13 | -1 | 8 | 0.1 | -27 | -10
Cc1cc(C)nc(SCc2cnc(C)nc2N)n1 | 2 | 0.3 | 3 | -1 | -8 | 1 | -0.1 | -4 | 0
Cc1cc(Oc2nc3ccccn3c(=O)c2/C=C(\C#N)C(=O)NC2CCS(=O)(=O)C2)ccc1Cl (configuration not stated) | -1 | 3.2 | -4 | 18 | -2 | 9 | 0.1 | -9 | -9
COc1cc(Br)cc(/C=N/N(CCO)C2=NS(=O)(=O)c3ccccc32)c1OC | 16 | 0.6 | -1 | 45 | -7 | 2 | 4.5 | -11 | -14
CCCCCCc1cc2cc(C(=O)OCC)c(=O)oc2cc1O | 2 | 1.0 | -13 | -28 | 0 | 13 | -0.1 | -5 | 8
O=C(NNC(=O)C1CC=CCC1C(=O)O)c1cccs1 (configuration not stated) | 0 | 0.1 | -3 | 18 | -7 | 5 | -0.3 | -9 | 1
COC(=O)C1CCCN1C(C(=O)NC1CCCCC1)c1ccc(Cl)cc1 (configuration not stated) | -2 | -0.5 | -1 | -20 | -4 | 1 | -1.0 | -8 | -4
CC(C)n1c(Nn2cnnc2)nc2ccccc21 | 6 | -0.3 | -14 | 4 | -4 | -1 | 0.9 | -15 | -13
Cc1ccc(C)c(N(C(=O)c2csnn2)C(C(=O)NC2CCCCC2)c2cccnc2)c1 (configuration not stated) | 3 | -0.9 | -2 | -19 | -2 | -3 | -0.8 | -24 | -10
N#C/C(=N/Nc1ccccc1[N+](=O)[O-])C(N)=S | 13 | 20 | 11 | -6 | 4 | -6 | 15 | 1 | -19
Cc1cc(C(=O)N/N=C/c2cccc(OC(=O)c3ccco3)c2)n[nH]1 | 12 | 1.2 | -3 | 11 | -2 | 7 | 0.3 | -14 | -1
CN(C)/C=C(\C(=O)c1ccc(F)cc1F)c1nnnn1-c1ccccc1 | 0 | -0.3 | 7 | -11 | -7 | -4 | -1.0 | -11 | 4
CCc1nc2c(OCc3ccc(F)c(F)c3)cccn2c1N(C)C(=O)c1cccs1 | 5 | . | -5 | -17 | -7 | 0 | . | . | .
Cc1cc(-c2n[nH]c(=S)n2/N=C/c2ccc(C)o2)n[nH]1 | 3 | -0.2 | 1 | -20 | 1 | 9 | -1.8 | -7 | 0
CN(CC(=O)Nc1c(Cl)cccc1Cl)C(=O)Cc1ccsc1 | 2 | 2.0 | -20 | -7 | 0 | 11 | 1.7 | -18 | -3
COc1ccc(C(C)=O)c(OCC(=O)NCCC2=CCCCC2)c1 | 0 | . | -9 | 1 | 2 | 8 | . | . | .
CCOc1cc(NC(=S)Nc2ccccc2)c(OCC)cc1NC(=O)c1ccc(OC)cc1 | 4 | -1.9 | 0 | 7 | -5 | -1 | 0.0 | -22 | -16
CC1(C(=O)NS(=O)(=O)c2ccccc2C(F)(F)F)CCN1C(=O)COc1ccc(Cl)cc1 (configuration not stated) | 0 | . | -1 | -5 | -3 | 0 | . | . | .
O=C(CCNC(=O)c1ccco1)Nc1ccc(SC(F)F)cc1 | 8 | 0.3 | 1 | -2 | -10 | 5 | -0.4 | -2 | -4
O=C(CN1CCN(S(=O)(=O)c2ccccc2)CC1)Nc1ccc(Cl)cn1 | 0 | 0.7 | 0 | 19 | 0 | -5 | 0.8 | -14 | -7
COc1ccc(Cn2c(C3CCCCC3)nc3c(c(=O)c4ccccc4n3C)c2=O)cc1 | . | -0.1 | . | . | . | . | -0.8 | -25 | -11
O=C(O)c1ccccc1SCCS(=O)(=O)c1ccc(Cl)cc1Cl | . | 0.3 | -8 | . | -1 | 7 | 0.1 | -3 | -2
COC(=O)C1=C(CN2CCSCC2)NC(=O)NC1c1cc(C)ccc1C (configuration not stated) | 7 | -0.8 | -36 | 0 | 2 | 7 | 0.4 | -26 | -7
N#Cc1cc(-c2ccccc2)cnc1Sc1ccc(Cl)cc1 | 4 | 0.0 | -1 | -7 | -6 | 1 | 0.3 | -12 | -6
COc1cc(/C=N/NC(N)=O)ccc1OCC(=O)N1C(C)CCCC1C (configuration not stated) | 5 | 0.0 | -7 | 11 | -1 | 7 | 0.2 | -2 | -14
O=C(/C=C/c1ccccc1Cl)N1CCCN(C(=O)/C=C/c2ccccc2Cl)CC1 | 10 | 1.2 | -5 | -1 | -2 | 10 | 3.6 | -17 | -6
COc1cc(CNc2ccc(N3CCOCC3)cc2)cc(Br)c1OC | 6 | 3.4 | -2 | 2 | -4 | 1 | 3.2 | -4 | 0
Nc1ccc2c(c1)C(=O)c1ccc(N)cc1-2 | 0 | . | -11 | -10 | -3 | 6 | . | . | .
C=CCNC(=O)CN1C(=O)C2C3c4ccccc4C(c4ccccc43)C2C1=O (configuration not stated) | 9 | -1.8 | 3 | -5 | -3 | 2 | -0.3 | -19 | -11
O=S1(=O)CC(N2CCN(CCO)CC2)CN1Cc1cn(Cc2ccccc2C(F)(F)F)nn1 (configuration not stated) | 0 | . | -3 | -7 | -7 | 4 | . | . | .
O=C(CSc1ncnc2sccc12)Nc1ccccc1F | -1 | -0.9 | -3 | -11 | -3 | 9 | -0.6 | -1 | -12
O=c1c2c3c(sc2nc2n1CCC2)CCC3 | 3 | -1.1 | -4 | -16 | -6 | 3 | -0.3 | 2 | -7
Clc1ccc(-n2nnc(-c3ncc[nH]3)n2)cc1Cl | 8 | -0.7 | -4 | 9 | -3 | 7 | -0.4 | -10 | -9
Cc1ccc(C(=O)CC2(O)C(=O)N(C)c3ccccc32)o1 (configuration not stated) | 1 | 0.3 | -15 | -17 | -3 | 12 | 0.6 | -9 | -4
O=[N+]([O-])c1cccc(S(=O)(=O)Nc2ccc(Cc3ccncc3)cc2)c1 | 3 | 6.7 | 11 | 17 | -4 | -15 | 15 | 2 | -30
COCCCn1c(SCC(=O)NC2CCCCC2)nc2ccccc2c1=O | 1 | -0.4 | -15 | 1 | -2 | 15 | 0.0 | -10 | -5
CC(C)=C[C@H]1C[C@H](C)[C@H]2CC[C@H](C)c3c(O[C@@H]4OC[C@@H](O)[C@H](O)C4O)c(O)c(C)c1c32 (some centres not stated) | -1 | 2.2 | -5 | -22 | -2 | 5 | 0.1 | -5 | -1

Single values from above.
O=C(CSc1ncnc2sccc12)Nc1ccccc1F – V1R ag counter = -0.6
Nc1ccc2c(c1)C(=O)c1ccc(N)cc1-2 – M1 PAM = 6
O=c1c2c3c(sc2nc2n1CCC2)CCC3 – OXTR agonist = -1.1

The list goes on.
SMILES | TAAR1 ag | OXTR agonist | CHRM1 antagonist | TAAR1 antagonist | M1 ag | M1 PAM | V1R ag counter | CHO parental Ca | OXTR potentiator
COc1ccc(CNC(=O)c2noc3c2CCCCC3)cc1 | 8 | -1.5 | -8 | 1 | -12 | 4 | -0.1 | -14 | 0
O=C(COC(=O)CNC(=O)c1ccc2c(c1)OCO2)Nc1ncc(Cl)cc1Cl | 4 | -0.8 | -5 | -12 | -2 | 6 | 0.5 | -1 | -14
Cc1c(C(=O)Nc2nnc(C3CC3)s2)oc2ccccc12 | 19 | -0.5 | 0 | 10 | 2 | 3 | 1.4 | -16 | -8
CCC(NS(=O)(=O)c1ccc(C)cc1)C(=O)N1CCOCCOCCOCCOCC1 (configuration not stated) | 8 | 0.7 | -10 | -8 | -4 | 6 | -0.5 | -6 | -3
C=CCOC(=O)C1=C[C@@H](c2coc3ccccc3c2=O)C[C@@H](OCCCCO)O1 | -1 | -1.8 | -6 | 5 | 1 | 9 | -0.6 | -1 | -4
CCN1CCN(C(=O)C(=O)c2cn(CC(=O)N3CCCCCC3)c3ccccc23)CC1 | 1 | -0.5 | 2 | -20 | -4 | 1 | 0.4 | -22 | -1
C=C[C@H]1C(C(=O)OCC)=CC[C@@H](c2ccccc2)N1S(=O)(=O)c1ccc(C)cc1 | -1 | . | 2 | -3 | -5 | -9 | . | . | .
C=CCN1C(=O)C(CC(=O)NCC)SC1=Nc1ccccc1OC (configuration not stated) | 1 | -0.3 | -21 | 0 | -3 | 11 | 2.5 | -12 | -4
O=C(c1ccco1)N1N=C(c2ccc(Cl)cc2)CC1(O)C(F)(F)F (configuration not stated) | 0 | -0.4 | 1 | 30 | -8 | 0 | -0.4 | -12 | 3
COc1ccc(OC)c(CCNC(=O)CN2C(=O)CCSc3ccccc32)c1 | 1 | -0.1 | -11 | -4 | -4 | 12 | 0.6 | -12 | 3
CC1CC(C)CN(C2CCN(Cc3cccnc3)CC2)C1 (configuration not stated) | 2 | -0.8 | -15 | -6 | -2 | 1 | 0.7 | -1 | -11
Nc1ncc2[nH]c(N)nc2n1 | 0 | . | -4 | 20 | -1 | 3 | . | . | .
CCN1C(=O)c2cccc3c(S(=O)(=O)NCCCN4CCOCC4)ccc1c23 | 1 | 0.7 | -6 | 4 | -3 | 5 | -0.2 | -18 | -4
CC(=O)c1cccc(NC(=O)CSc2nnc(-c3ccncc3)o2)c1 | 11 | 1.5 | 14 | 25 | 0 | -8 | 0.9 | -12 | -1
COc1ccc(NC(=O)c2cc(C3CCCCN3C(=O)c3cc(F)ccc3C)on2)c(C)c1 (configuration not stated) | 0 | . | -27 | -20 | -6 | 15 | . | . | .
CCCCOc1ccc2c(c1)/C(=C(\C(Cl)=C(Cl)Cl)[N+](=O)[O-])N2 | 9 | -1.3 | 7 | -7 | -2 | -7 | 0.6 | -12 | -4
O=C(N/N=C/c1ccccc1F)c1ccccc1OCc1ccccc1 | 7 | -1.6 | 10 | 51* | -4 | 0 | -0.5 | -49 | -9
